Shn3 inh set2: reduction of Shn3 3'UTR firefly luciferase signal, primary screen, Schnurri-3 inhibitor project, cell-based, Clone20 osteoblasts, set 2; actives 0.52% (n = 360,000); AID 588674, 2011; inhibition, % at 12.5 µM; Clone20 osteoblast Shn3 3'UTR firefly luciferase, 24 h;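 active = mean inhibition of at least 75% with every replicate also reaching 75%; inconclusive = mean inhibition at least 75% but some replicate below; inactive = mean inhibition below 75%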;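 also: 0% = median of neutral control wells and 100% = pilot-screen positive control compound; some compounds past the cut are filed as inactive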
m5-HT2A agonist: mouse Htr2a agonists via beta-arrestin recruitment, primary screen, cell-based, luminescence | 5-hydroxytryptamine receptor 2A (Mus musculus), P35363 | CHO-K1 mHTR2A beta-arrestin complementation; percent of 30 µM serotonin response | activation, % at 7.6 µM | actives 0.66% (n = 360,000) | AID 624169, 2012;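 active = activation above a run cutoff, the mean activation of all tested compounds plus 3 SD, cut at about 14% in these data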;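 also: 0% = plate median of compound wells and 100% = 30 µM serotonin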
Target sequence (P35363 whole entry, looked up): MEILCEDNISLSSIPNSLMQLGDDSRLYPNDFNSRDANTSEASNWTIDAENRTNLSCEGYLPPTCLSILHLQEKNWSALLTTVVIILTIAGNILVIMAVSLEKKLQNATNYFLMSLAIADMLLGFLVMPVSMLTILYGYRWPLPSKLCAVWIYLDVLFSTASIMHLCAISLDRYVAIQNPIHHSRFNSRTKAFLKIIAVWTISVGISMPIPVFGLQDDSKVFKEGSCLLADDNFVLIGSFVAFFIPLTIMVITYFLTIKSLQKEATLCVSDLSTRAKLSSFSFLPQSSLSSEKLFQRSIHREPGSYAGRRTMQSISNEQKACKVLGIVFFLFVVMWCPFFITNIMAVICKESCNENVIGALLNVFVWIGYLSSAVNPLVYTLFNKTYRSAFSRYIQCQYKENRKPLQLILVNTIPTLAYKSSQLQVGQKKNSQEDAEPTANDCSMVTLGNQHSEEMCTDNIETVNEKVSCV
MITF TRPM1 inh: inhibitors of MITF-dependent TRPM1 promoter reporter, primary screen, cell-based, SK-MEL-5, single point, luciferase. actives 0.83% (n = 330,000). SK-MEL-5 TRPM1 promoter luciferase, 24 h. AID 488899, 2010. inhibition, % at 12.5 µM;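 active = mean inhibition across replicates of 60% or more, whatever share of single replicates reaches that level; inconclusive = some that reach 60%, reason not given; inactive = mean inhibition across replicates below 60%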; also: values of inactives mirror those of a sister screen read the other way
NR2E3 ag-1: NR2E3 agonists in two-hybrid cells, primary screen, cell-based, luminescence, CHO-S, Gal4-NCOR/VP16-NR2E3; Photoreceptor-specific nuclear receptor (Homo sapiens), Q9Y5X4; luciferase; inhibition of corepressor binding, % at 3.98 µM; actives 0.35% (n = 360,000); AID 602229, 2012;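 active = inhibition above the mean of all tested compounds plus 3 SD, cut at about 70% in these data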;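 also: 0% = DMSO with NR2E3 transfected cells and 100% = cells lacking NR2E3 construct; higher means lower luciferase signal from less NR2E3 corepressor binding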
Target sequence (Q9Y5X4 whole entry, looked up, the tested form may be a part): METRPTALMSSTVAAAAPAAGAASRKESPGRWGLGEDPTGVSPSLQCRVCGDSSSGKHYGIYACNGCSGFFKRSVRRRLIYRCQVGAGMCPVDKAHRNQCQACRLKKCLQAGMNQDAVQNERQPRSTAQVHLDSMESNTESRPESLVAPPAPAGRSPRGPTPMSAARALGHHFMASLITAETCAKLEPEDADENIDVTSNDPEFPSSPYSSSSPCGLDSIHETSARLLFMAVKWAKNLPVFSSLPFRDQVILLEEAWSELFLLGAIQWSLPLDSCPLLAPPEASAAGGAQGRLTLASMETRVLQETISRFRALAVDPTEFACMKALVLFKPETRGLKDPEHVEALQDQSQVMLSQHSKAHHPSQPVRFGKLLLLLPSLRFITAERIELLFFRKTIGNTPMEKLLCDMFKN
HIF-2a inh: HIF-2a reporter inhibitors, primary screen, luminescence, 786-0 RCC cells; 786-0 RCC cells HIF-2a reporter, luciferase luminescence, overnight; inhibition, % at 18.8 µM; actives 0.72% (n = 360,000); AID 624352, 2012;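 active = inhibition of the luminescence signal of 40% or more relative to plate controls, in a single-dose primary screen at 18.75 µM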
hiPSC survival: enhancers of single-cell hiPSC survival, primary screen, ATPlite luminescence. 100% = ROCK inhibitor wells, 0% = DMSO. actives 0.044% (n = 360,000). survival enhancement, % at 20 µM. AID 602274, 2012; in the data active = survival enhancement above about 18%;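 also: cells exposed to compounds for 16 hours before the ATP read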
PDI inh: inhibitors of human PDI, primary screen, biochemical, turbidity, single point, plate reader; PDI insulin aggregation turbidity, A650, 90 min; inhibition, % at 10 µM; actives 0.052% (n = 350,000); AID 588391, 2011;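 active = mean inhibition across replicates of 30% or more, whatever share of single replicates reach that level; inconclusive = mean inhibition below 30% while every single replicate reaches 30%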;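 also: absorbance from insulin aggregation driven by PDI reduction with DTT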
CaV13 FRET inh: Primary screen for inhibitors of IQ motif and Ca2+-dependent inactivation inhibitor domain binding in CACNA1D, Förster resonance energy transfer in living cells, …. inhibition, % at 12.3 µM. actives 0.098% (n = 340,000). AID 743397. HEK cells, CFP/YFP FRET ICDI-IQ, plate reader, 10 min; percent FRET-ratio fall versus neutral wells;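 active = mean replicate inhibition of at least 30% and at least 1% of replicates passing that level; inconclusive = only one of the two criteria is met; inactive = neither criterion is met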;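 also: 0% = median of the neutral control wells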
Peg3 prom inh: Peg3 promoter-driven luciferase inhibitors, primary screen, cell-based, HeLa, luciferase luminescence. HeLa PEG-Prom luciferase reporter, overnight. inhibition, % at 20 µM. actives 1.7% (n = 360,000). AID 588405, 2011;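 active = inhibition of at least 50% at 20 µM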
NR2E3 ag-2: inhibitors of NR2E3-RetCOR corepressor binding, primary screen, NR2E3 agonist project, biochemical, TR-FRET, GST-NR2E3, biotin-RetCOR | 1536-well | inhibition of corepressor binding, % at 4.78 µM | actives 0.12% (n = 320,000) | AID 2300, 2010;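 active = percent inhibition above the cutoff of mean plus 3 SD of all tested compounds, set per screening campaign, cut at about 20% in these data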;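 also: 0% = DMSO wells and 100% = biotin wells as full block of FRET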
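Format: 1536-well format; test system: GST-NR2E3 and biotin-RetCOR proteins; read-out basis: percent inhibition of TR-FRET ratio; timing: 5 h incubation at 4 °C; detection: time-resolved FRET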
H9c2 protect: cardioprotection against H2O2-induced cell death, primary screen, uHTS, H9c2 cells, ATPLite luminescence. H9c2 cardiomyocytes, H2O2 injury protection, 2 h. protection from H2O2 cell death, % at 20 µM. actives 0.63% (n = 360,000). AID 588492, 2011;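 active = compounds giving at least 50% protection of heart cells from peroxide-induced death in the single-dose screen, raw or plate-pattern-corrected value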;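 also: 0% = DMSO wells with peroxide and 100% = DMSO wells without peroxide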
* = called active by the depositor; ? = inconclusive; . = not tested or not shown.

SMILES	Shn3 inh set2	m5-HT2A agonist	MITF TRPM1 inh	NR2E3 ag-1	HIF-2a inh	hiPSC survival	PDI inh	CaV13 FRET inh	Peg3 prom inh	NR2E3 ag-2	H9c2 protect
O=C1CCC(C(=O)OCC(=O)N2N=C3/C(=C\c4ccccc4)CCCC3C2c2ccccc2)N1 (configuration not stated)	40	-4	7	15	11	-0.6	-3	-5	6	.	-4
COc1ccccc1N1CCN(C(CNS(=O)(=O)c2ccccc2)c2ccccc2)CC1 (configuration not stated)	28	-3	2	7	2	-0.5	5	-14	17	1	-1
CNC(=O)CN1C(=O)NC2(CCc3ccccc32)C1=O (configuration not stated)	-7	0	1	1	14	-2.2	12	-3	11	3	2
COc1ccc(C(c2nnnn2C2CCCC2)N2CCN(C(=O)c3ccco3)CC2)cc1OC (configuration not stated)	1	-9	1	16	0	0.2	7	-3	11	0	6
Cc1ccc2nc(SCC(=O)Nc3ccc(C(N)=O)cc3)[nH]c2c1	-14	2	1	-3	-10	-0.5	-2	1	-11	0	3
COc1ccc(-c2noc(C3CCCN(C(=O)c4ccc(C)cc4)C3)n2)cc1 (configuration not stated)	14	-2	3	-10	-73	-0.3	-1	-2	-4	-2	-13
COc1ccc(C2Nc3ccccc3C(=O)N2c2ccc(C)cc2)cc1Cn1cc([N+](=O)[O-])cn1 (configuration not stated)	-47	-5	-86	-166	-239	-3.8	9	-7	-261	1	-11
Cc1cc(C)n(CCC(=O)N/N=C/c2c(O)ccc3ccccc23)n1	97*	-1	?	-3	22	-0.5	3	-3	65*	-1	44
CCOC(=O)c1c(NC(=S)Nc2ccccc2)sc2c1CCCCC2	-12	3	-6	-6	-35	-0.5	0	.	-19	4	-10
O=C(C1CCC1)N1CCc2cc(S(=O)(=O)Nc3ccc4c(c3)OCCO4)ccc21	82	0	9	41	18	-1.1	8	-4	6	1	-14
Cc1ccc2[nH]c(O)c(N=NC(=O)c3ccc(NS(=O)(=O)c4cccs4)cc3)c2c1	-4	-2	10	-45	-23	0.5	-3	-13	1	-5	4
CN(C)CCCOC(=O)c1ccccc1Cl	-4	-6	-9	-18	8	-0.3	-12	.	-10	2	-1
COCCCNC(=O)C[C@H]1C[C@H](C(=O)N(C(C)C)C(C)C)[C@@]2(C)c3[nH]c4ccc(Cl)cc4c3CCN2C1=O	44	-7	22	-23	4	-2.0	-4	-11	9	.	-16
O=C(CSCc1ccccc1)N1CCN(c2ccc(F)cc2)CC1	-14	-7	-6	-42	-104	-0.5	-3	.	-85	3	-5
CN(Cc1ccccc1)C(=O)CN1C(=O)NC(C)(c2ccc(C(C)(C)C)cc2)C1=O (configuration not stated)	2	-1	-10	-4	11	1.3	1	-6	21	-2	0
Cc1ccc2sc(N(CCCN(C)C)C(=O)c3ccc(S(=O)(=O)N(C)Cc4ccccc4)cc3)nc2c1C	-66	-9	78*	1	1	-0.5	2	-5	66*	-3	-27
CCCOc1ccc(C2NC(=O)CCC2[N+](=O)[O-])cc1 (configuration not stated)	-3	-3	0	-6	15	-0.1	6	-4	-11	2	4
COc1ccc(N2CCN(CC(=O)Nc3ccccc3SC)CC2)cc1	3	-4	9	-4	18	-1.6	-2	-7	19	0	6
CC(C)[C@@H]1O[C@H](CCc2ccccc2)CC2=C1C(=O)OC(C)(C)O2	.	2	.	9	16	0.2	.	-5	.	.	.
COc1cc(CO)ccc1OCC(=O)Nc1ccc(Br)cc1	-7	0	-25	-25	-52	-0.4	9	-5	-62	4	3
CCCOP(=O)(c1ccc(N(C)C)cc1)C(O)c1c(Cl)cccc1Cl (configuration not stated)	-25	-5	2	-11	14	0.2	-10	-4	8	-1	-3
O=C(O)CCc1ccc(-c2ccc(Cl)cc2)n1NC(=O)c1ccc(O)cc1	-12	-3	6	10	11	0.1	7	5	3	0	-14
CC1CC(C)CN(c2cc(=O)n(Cc3ccc(F)cc3)c(=O)[nH]2)C1 (configuration not stated)	11	9	4	-31	-3	0.7	.	-3	3	1	0
O=C(N/N=C/c1ccc(OC(=O)c2ccccc2)cc1)c1cccc(O)c1	1	-5	-14	-24	8	-1.9	5	-9	-24	2	33
COc1cc(OC)nc(NC(=O)NS(=O)(=O)c2ccc(F)cc2)n1	-5	1	3	0	6	-0.4	6	-4	8	-3	-1
CCCCOCCOCCOCCCC	7	-2	8	-12	14	-1.0	.	.	8	6	0
COc1cc(/C=N\NC(=O)CNC(=O)C(c2ccccc2)c2ccccc2)ccc1O	-9	2	1	-11	6	-0.2	5	5	2	-1	5
COC/C=C/C1=CC2=CC(=O)C(C)(OC(=O)c3cnc4ccccc4n3)C(=O)C2=CN1C1CC1 (configuration not stated)	-6	5	7	18	10	4.3	-6	-12	-5	-4	-3
O=C(NC1CCCC1)C(c1cccs1)N(Cc1ccco1)C(=O)c1csnn1 (configuration not stated)	-7	-5	5	-2	19	0.6	-3	-5	-8	0	8
C=CCNc1sc(C(=O)c2ccccc2)c(N)c1C#N	-10	-11	2	-17	13	-2.5	-5	.	-3	1	-15
Cc1ccc(Nc2nc(C)c3c(n2)CC(C)CC3=O)c(C)c1 (configuration not stated)	1	-2	-12	-3	-25	1.6	9	-21	-14	-4	-4
CCOc1ccccc1C(=O)N(Cc1ccc(C)o1)C1CCS(=O)(=O)C1 (configuration not stated)	-19	-4	1	6	8	0.7	7	-14	2	-3	-2
COc1ccc(OCc2cccc(C(=O)NN)c2)cc1	21	-3	50	-210	61*	-1.4	-2	-6	-24	-1	-8
N=C1/C(=C\c2ccc(OC(=O)c3ccc(F)cc3)cc2)C(=O)N=C2SC(N3CCCC3)=NN12	-4	-3	.	-3	-5	-0.1	.	-2	-21	-2	-3
Cc1c(NC(=O)C2CC(c3cccc(Br)c3)=NO2)c(=O)n(-c2ccccc2)n1C (configuration not stated)	9	0	11	-4	6	-0.4	-1	-5	13	1	-4
CN(C)/C=N/c1[nH]ncc1C#N	8	-1	-5	-6	19	1.7	17	-3	12	1	9
CCN(CC)C(=O)C1CC(=O)OC1(C)C (configuration not stated)	-5	-1	7	13	8	-1.9	2	-9	6	0	3
Cn1c(=O)oc2cc(S(=O)(=O)N3CCC(C(=O)NCC4COc5ccccc5O4)CC3)ccc21 (configuration not stated)	14	4	17	-18	2	-0.5	2	-6	-171	0	14
C[C@H](NC(=O)C1CCN(S(=O)(=O)c2ccccc2)CC1)C(=O)NCc1cccnc1	0	0	.	1	3	3.2	-7	-10	3	.	-4
CC(=O)c1ccc(NC(=O)c2cc(C)no2)cc1	-17	-2	-17	-35	-142	-0.8	5	-20	-37	2	-2

The last two records of the section above open the next one.
SMILES	Shn3 inh set2	m5-HT2A agonist	MITF TRPM1 inh	NR2E3 ag-1	HIF-2a inh	hiPSC survival	PDI inh	CaV13 FRET inh	Peg3 prom inh	NR2E3 ag-2	H9c2 protect
C[C@H](NC(=O)C1CCN(S(=O)(=O)c2ccccc2)CC1)C(=O)NCc1cccnc1	0	0	.	1	3	3.2	-7	-10	3	.	-4
CC(=O)c1ccc(NC(=O)c2cc(C)no2)cc1	-17	-2	-17	-35	-142	-0.8	5	-20	-37	2	-2
CCOC(=O)N1CCN(C(=O)c2ccc(C)c(S(=O)(=O)N3CCCCC3)c2)CC1	-9	4	5	7	8	1.2	-1	-2	16	2	8
Cc1ccc(S(=O)(=O)N2CCC(C(=O)Nc3nnc(C4CCCC4)s3)CC2)cc1	28	3	5	3	-4	-0.8	10	-7	15	1	-1
O=C(Nc1ccnc(-c2cccnc2)n1)c1cccs1	13	2	13	-17	-30	-0.2	3	4	-15	2	10
O=C(Nc1nc(-c2ccc(F)cc2)cs1)C1CCN(C(=O)c2ccc(F)cc2)CC1	79	-3	35	1	-9	-0.3	1	-14	0	-1	-21
CC(=O)Nc1ccc(NC(=O)c2nc(S(=O)(=O)Cc3ccccc3)ncc2Cl)cc1	95*	-4	88*	11	0	0.1	4	-6	102*	1	-17
O=C(Nc1cc([N+](=O)[O-])ccc1Cl)c1ccc2c(c1)OCO2	-7	3	5	-17	-56	-2.1	-6	7	-39	3	-3
COC(=O)c1ccccc1NC(=O)CN1CCN(c2ccccn2)CC1	-13	-1	-1	-6	20	-3.3	-6	-6	11	3	7
CC(=O)Nc1ccc(OCC(O)Cn2nc(C)c(Br)c2C)cc1 (configuration not stated)	4	-4	8	-5	17	1.2	3	-2	10	0	7
CC(C)C[C@@H]1CN=C(N)N1C[C@@H]1CCCN1C[C@H](C)N1C[C@@H](Cc2ccccc2)N(CCCC2CCCC2)C1=N	-1	-3	-11	-14	8	4.1	8	-10	-11	.	-3
Cc1ccc2nc(NCCCNC(=O)c3cnccn3)c(C#N)cc2c1	2	-1	5	-18	-17	-1.9	0	-6	-14	-1	19
Cc1cccnc1NC(=O)CCC(=O)c1cccs1	-12	-1	1	-7	-12	0.5	1	-17	3	1	6
Cc1noc(C)c1NC(=O)N(C)C[C@@H]1Oc2ccc(NC(=O)CCC(F)(F)F)cc2CC(=O)N([C@@H](C)CO)C[C@@H]1C	1	4	5	-11	11	0.7	1	-5	-6	.	10
COC(=O)/C=C/c1ccc2c(c1)S(=O)(=O)N(c1cccc(OC)c1)[C@H]2CC(=O)OC	11	-2	1	2	0	-1.8	-2	-5	11	4	17
Cc1ccc2c(c1)/C(=N/OC(=O)c1ccc(F)cc1)CCS2	-3	6	5	-10	-47	1.0	-13	.	-21	2	-5
CCN(CC)C(=S)SCC(=O)Nc1ncc2c(n1)CC(C)(C)CC2=O	-25	7	.	-13	13	0.1	-5	-4	5	4	4
COc1ccc(C(=O)CSc2n[nH]c(-c3ccco3)n2)cc1	7	-1	-9	-12	14	0.3	-7	-4	23	4	6
S=C(Nc1ccccc1)NC1CCN(Cc2ccccc2)CC1	-1	-6	3	11	6	-0.6	10	-4	21	3	11
CC1CCCCC1NC(=O)CN(C)S(=O)(=O)c1ccc2c(c1)CCC(=O)N2 (configuration not stated)	-13	3	-1	-14	5	-0.3	13	-3	5	-1	0
O=C(NCCN1CCCCC1)c1cc2ccccc2[nH]1	0	2	-9	13	1	-2.1	-12	-5	12	0	2
